AmpC detergent: qHTS Inhibitors of AmpC Beta-Lactamase (assay with detergent); P00811; Potency, µM (doses to about 114 µM), without a hit: at the highest dose activity change, negative = inhibition, usual class: inhibitors; 370,000 tested, 0.041% active; AmpC hydrolysis of nitrocefin, absorbance 480 nm, 0.01% Triton; AID 485294, 2010;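 note: potency is the fitted concentration of half-maximal effect; 0% = no-compound wells and -100% = no-enzyme wells; nearly all actives have a fitted effect of over 25% in size; some results filed as inactive show a strong effect at the top dose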
Target sequence (P00811 whole entry, looked up): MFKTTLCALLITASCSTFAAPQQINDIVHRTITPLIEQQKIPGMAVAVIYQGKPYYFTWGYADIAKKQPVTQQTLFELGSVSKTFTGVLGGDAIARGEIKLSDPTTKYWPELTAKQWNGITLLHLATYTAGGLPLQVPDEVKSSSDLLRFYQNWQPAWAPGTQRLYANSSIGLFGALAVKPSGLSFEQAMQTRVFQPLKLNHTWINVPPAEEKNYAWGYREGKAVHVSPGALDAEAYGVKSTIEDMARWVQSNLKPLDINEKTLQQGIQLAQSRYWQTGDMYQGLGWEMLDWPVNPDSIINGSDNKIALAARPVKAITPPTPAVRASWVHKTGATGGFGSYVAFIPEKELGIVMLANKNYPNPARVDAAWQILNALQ
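20 mM phosphate pH 7.0 + 0.01% (detergent screen) or 0.0001% Triton X-100; 5.3 nM AmpC reagent; cpd preinc 15 min RT; nitrocefin (800 uM stock) to start; A480 q20 s × 4 min; Activity was normalised to no-enzyme and no-compound control wells.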
AMA1-RON2 inh: qHTS for Inhibitors of AMA1-RON; Towards Development of Antimalarial Drug Lead: Primary Screen; Plasmodium falciparum AMA1 (3D7) - RON2 peptide interaction; 360,000 tested, 0.2% active; Potency, µM (titrated, usually from 58.2 µM), for the others: at the top dose activity change, negative = inhibition, hits mostly inhibitors; AlphaScreen AMA1-biotinylated RON2 peptide binding;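 note: potency is the fitted concentration of half-maximal effect; 0% = vehicle wells and -100% = peptide control; nearly all actives have a fitted effect of over 45% in size; some results filed as inactive show a strong effect at the top dose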
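AMA1 (3D7) with his tag at 25 nM final met compounds first, then biotinylated RON2 peptide at 25 nM; detection used donor plus acceptor beads, 10 µg/mL apiece, read by AlphaScreen after 30 min at room temperature.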
Cycloheximide cs: Cycloheximide Counterscreen for Small Molecule Inhibitors of Shiga Toxin; 300,000 tested, 12% active; max response, %; cell reporter, cycloheximide protein synthesis inhibition counterscreen; in the data active = max response mostly above about 13%, no sharp cut-off; inactive = mostly below about 14%; note: read at 38.3 µM for the half of the compounds with a filed dose; 0% is about no effect
HCMV antiviral: qHTS Assay for inhibitors of the human cytomegalovirus (HCMV). 410,000 tested, 4.5% active. AID 1259415, 2018. activity change, negative = inhibition, % at 57.5 µM. HFF cells, HCMV-luciferase reporter, 72 h; active compounds read low; in the data active = activity change below about -60%; inconclusive = no clear call, values can overlap the other calls; inactive = above about -39%; note: % is set by controls: 0 for no effect and ±100 for the full control effect
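Screen run at 2 compound doses on HFFs infected with reporter HCMV, MOI 1 PFU/cell. Luciferase activity from cell lysates at 72 h post infection gave inhibition relative to buffer-only and Salinomycin wells.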
AmpC inh no detg: qHTS Inhibitors of AmpC Beta-Lactamase (assay without detergent); P00811; AmpC nitrocefin hydrolysis, absorbance 480 nm, 0.0001% Triton; Potency, µM (series often up to 57.1 µM), without a hit: at the highest dose activity change, negative = inhibition, usual class: inhibitors; 330,000 tested, 0.52% active;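 note: potency is the fitted concentration of half-maximal effect; plate controls were no compound for no effect and no enzyme for full effect; nearly all actives have a fitted effect of over 20% in size; some results filed as inactive show a strong effect at the top dose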
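AmpC (5.3 nM in the dispensed reagent) in 20 mM phosphate pH 7.0 with 0.01% (detergent screen) or 0.0001% Triton X-100 was preincubated with compounds for 15 min at room temperature. Nitrocefin was then added from an 800 uM solution, and hydrolysis was followed at 480 nm.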
Shiga toxin inh: A qHTS for Small Molecule Inhibitors of Shiga Toxin; 290,000 tested, 9.2% active; AID 2315, 2010; inhibition, % at 38.7 µM; Vero cells, Shiga toxin protein synthesis inhibition reporter; in the data active = inhibition mostly above about 28%, no sharp cut-off; inactive = mostly below about 43%; note: 0% is about no effect
Giardia FBPA inh: qHTS Assay for Inhibitors of Fructose-1,6-bisphosphate Aldolase from Giardia Lamblia. 290,000 tested, 0.71% active. A8B2U2. purified Giardia FBPA. Potency, µM (series often up to 59.6 µM), without a hit: at the top dose activity, negative = inhibition, actives largely listed as inhibitors. AID 2451, 2010; note: potency is the fitted concentration of half-maximal effect; % is set by controls: 0 for no effect and ±100 for the full control effect; nearly all actives have a fitted effect of over 55% in size
Target sequence (A8B2U2 whole entry, looked up): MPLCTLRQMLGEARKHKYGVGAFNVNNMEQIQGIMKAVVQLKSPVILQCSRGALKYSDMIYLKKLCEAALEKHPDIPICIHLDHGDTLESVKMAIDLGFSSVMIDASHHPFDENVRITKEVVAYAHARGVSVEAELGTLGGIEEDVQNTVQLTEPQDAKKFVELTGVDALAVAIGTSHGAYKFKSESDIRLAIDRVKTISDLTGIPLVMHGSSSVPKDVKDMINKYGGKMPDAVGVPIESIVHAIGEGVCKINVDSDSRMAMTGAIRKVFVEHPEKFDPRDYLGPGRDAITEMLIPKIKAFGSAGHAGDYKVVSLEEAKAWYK
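40 nM FBPA preincubated 10 min at RT with compound (up to 57.5 uM final), then substrate plus GAPDH/TPI/NAD/arsenate coupling and diaphorase/resazurin added. Fluorescence read after 20 min at RT, 525/598 nm.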
Active calls of the source: *; ? = inconclusive; / = not tested or not shown; [ ] = remark or other dose. Unless noted, calls come from the whole dose curve; as a rule, active = well fitted curve in the direction sought with a large enough effect; inconclusive = small, poorly fitted or top-dose-only effect, or another doubt; inactive = no such curve, though single readings can be large; an effect the other way counts as inactive or inconclusive.

1) O=C(COc1ccc(F)cc1)Nc1nc(-c2ccccn2)cs1
2) C(=Nc1ccc(Nc2ccccc2)cc1)c1ccc2ccccc2c1
3) CC(=O)N(CCc1ccccc1)Cc1cc2ccc(C)c(C)c2[nH]c1=O
4) C[N+](C)(C)CCNC(=O)c1c(O)c2c([nH]c1=O)CCCC2
5) C/C(CS(=O)(=O)c1ccc(Cl)c(Cl)c1)=N/NC(N)=S
6) NNC(=O)c1sc2cc(C(F)(F)F)cnc2c1-c1ccccn1

Screen / compound no.	1	2	3	4	5	6
AmpC detergent	?	-3%	-10%	3%	2%	-3%
AMA1-RON2 inh	26%	?	0%	13%	35%[activator]	68%[activator]
Cycloheximide cs	/	11	-1	-1	4	2
HCMV antiviral	-25	/	-17	-25	-70*	-29
AmpC inh no detg	-9%	-42%	57%	2%	-18%	-8%
Shiga toxin inh	/	10	/	-8	4	-11
Giardia FBPA inh	/	-19%	1%	18%	?	-26%

7) CC(=O)Nc1c(NC(C)(C)C)c2ccccc2oc1=O
8) COc1ccccc1NC(=O)c1ccc2c(c1)C(=O)N(c1ccccc1OC)C2=O
9) CC(NS(=O)(=O)c1ccc(Br)cc1)C(=O)NC1CCCCCC1 (stereo unspecified)
10) Cc1ccc(C)c(-c2csc(N/N=C/c3ccco3)n2)c1
11) CC1(C)Cc2ccccc2C(COc2ccccc2)=N1
12) O=C(C[C@H]1C[C@H](C(=O)N2CCOCC2)[C@@]2(CCC3CCCC3)c3[nH]c4ccc(Cl)cc4c3CCN2C1=O)NCC12CC3CC(CC(C3)C1)C2

Screen / compound no.	7	8	9	10	11	12
AmpC detergent	-2%	0%	-14%	?	-14%	/
AMA1-RON2 inh	1%	-21%	-4%	4%	-8%	10%
Cycloheximide cs	0	19	0	17	-1	/
HCMV antiviral	-26	-5	-6	?	-11	-16
AmpC inh no detg	0%	14%	0%	-53%	63%[activator]	-20%
Shiga toxin inh	-3	-9	-4	95*	14	/
Giardia FBPA inh	0%	3%	/	-12%	?	/

13) CCC(=O)Nc1ccc(OCc2nnc3c4ccccc4c(C)nn23)cc1
14) O=S(=O)(Nc1cccc(-c2ccc(N3CCOCC3)nn2)c1)c1ccc(Cl)c(Cl)c1
15) CCCc1cc(C(=O)Nc2ccc(CC)cc2)no1
16) Cc1cc(C)c(C(=O)N(C)CC2CCCN(CCc3ccccc3F)C2)o1 (stereo unspecified)
17) O=C(O)c1ccc(-c2ccc(/C=c3/sc4nc5ccccc5n4c3=O)o2)cc1Cl
18) OC(c1ccccc1)(c1ccccc1)c1ncc[nH]1

Screen / compound no.	13	14	15	16	17	18
AmpC detergent	0%	?	-7%	-9%	0%	2%
AMA1-RON2 inh	6%	-11%	21%	7%	37%[activator]	-3%
Cycloheximide cs	-2	/	54*	-2	-1	/
HCMV antiviral	-7	16	-8	-31	-3	-33
AmpC inh no detg	21%	-16%	-7%	49%	-23%	-7%
Shiga toxin inh	-22	/	73*	-10	-5	/
Giardia FBPA inh	5%	/	-3%	-10%	-2%	/

19) CCCCC/C=C/C1=CC(=O)C[C@H](c2ccc(OC)c(OC)c2)C1
20) CC(=O)Nc1sc(C)c(C)c1C(=O)OCC(=O)NCc1ccc(Cl)cc1
21) COC(=O)/C(C#N)=C/c1c(N2CCCCCC2)nc2c(C)cccn2c1=O
22) O=C(CSCc1ccccc1)NNc1c(F)c(F)cc(F)c1F
23) O=C(CCn1c(=O)oc2ccccc21)Nc1cccc([N+](=O)[O-])c1
24) CCOc1ccc(NC(=O)NNC(=O)c2ccc3ccccc3c2O)cc1

Screen / compound no.	19	20	21	22	23	24
AmpC detergent	-3%	-3%	-3%	-2%	5%	-9%
AMA1-RON2 inh	0%	1%	-11%	-4%	-3%	22%
Cycloheximide cs	/	/	-1	10	5	-2
HCMV antiviral	-4	0	-10	-16	10	48
AmpC inh no detg	87%[activator]	-18%	53%	-6%	-3%	-50%
Shiga toxin inh	/	/	-6	34	-15	12
Giardia FBPA inh	/	/	4%	17%	/	-4%

25) Nc1ccccc1-c1nnc(SCC(=O)Nc2ccccc2OC(F)F)[nH]c1=O
26) CCOC(=O)N1CCN(C(=O)CSc2ccc3nnc(-c4ccccn4)n3n2)CC1
27) Cc1cc(C)cc(N(CC(=O)N2CCC(C)CC2)S(=O)(=O)c2ccccc2)c1
28) CN(C)S(=O)(=O)c1ccc(C(=O)NNC(=O)C2COc3ccccc3O2)cc1 (stereo unspecified)
29) O=C(c1ccccc1)c1ccc(OCC(O)CN2CCN(Cc3ccccc3)CC2)cc1 (stereo unspecified)
30) Cc1onc(-c2ccccc2Cl)c1C(=O)NCc1ccccc1

Screen / compound no.	25	26	27	28	29	30
AmpC detergent	/	?	0%	-2%	4%	0%
AMA1-RON2 inh	-2%	-10%	5%	46%[activator]	-23%	1%
Cycloheximide cs	/	-2	-2	-5	-2	-6
HCMV antiviral	-28	65	-38	?	-7	-38
AmpC inh no detg	-29%	-1%	/	98%[activator]	114%[activator]	-12%
Shiga toxin inh	/	17	8	10	41	-3
Giardia FBPA inh	/	2%	23%	9%	3%	6%

31) O=C(OCC(=O)N1CCC(Cc2ccccc2)CC1)c1ccccc1O
32) CCOc1ccc(-n2c(SCC(=O)NCc3ccco3)nc3ccccc3c2=O)cc1
33) CCOC(=O)N1CCN(C(=O)Nc2ccc3oc(C)nc3c2)CC1
34) Cc1cccc2cc(C(c3nnnn3Cc3ccccc3)N3CCN(C)CC3)c(=O)[nH]c12 (stereo unspecified)
35) Cc1cc(C)c(NC(=O)CS(=O)CC(=O)N2CCN(c3cccc(C)c3C)CC2)c(C)c1 (stereo unspecified)
36) CCCCNC(=O)CSc1nc2ccc(N3CCOCC3)cc2c(=O)n1Cc1ccc(OC)cc1

Screen / compound no.	31	32	33	34	35	36
AmpC detergent	/	?	?	?	-6%	-4%
AMA1-RON2 inh	5%	0%	?	5%	-2%	13%
Cycloheximide cs	/	9	2	-5	-2	7
HCMV antiviral	48	-16	-6	/	-6	60
AmpC inh no detg	-8%	-14%	-11%	29%	120%[activator]	3%
Shiga toxin inh	/	16	12	-26	-12	-13
Giardia FBPA inh	/	9%	?	6%	-5%	?

37) Cc1ccc(COc2ccccc2C(=S)N2CCCC2)cc1
38) CC(Oc1ccccc1F)C(=O)NNC(=O)CCNC(=O)c1ccco1 (stereo unspecified)
39) COc1ccc(NS(=O)(=O)c2ccc(NC(C)=O)cc2)c(OC)c1
40) CC(C)C(NC(=O)OCc1ccccc1)C(=O)N1CCOCCOCCOCC1 (stereo unspecified)
41) COc1cc(SC#N)ccc1N=Cc1c(C)[nH]n(-c2ccc(C)cc2C)c1=O
42) O=C(Nc1ccccc1N1CCCC1)C1CCN(C(=O)c2ccc(F)cc2)CC1

Screen / compound no.	37	38	39	40	41	42
AmpC detergent	?	0%	0%	?	7%	0%
AMA1-RON2 inh	-20%	0%	6%	-12%	-13%	5%
Cycloheximide cs	17*	/	-2	-3	7	/
HCMV antiviral	4	-29	-37	16	-25	-32
AmpC inh no detg	-24%	-9%	0%	-4%	/	4%
Shiga toxin inh	20	/	-23	21	-2	/
Giardia FBPA inh	-8%	/	3%	0%	6%	/

Complete entries, looked up by structure. Screens in order: AmpC detergent	AMA1-RON2 inh	Cycloheximide cs	HCMV antiviral	AmpC inh no detg	Shiga toxin inh	Giardia FBPA inh
Profile of CC(Oc1ccccc1F)C(=O)NNC(=O)CCNC(=O)c1ccco1 (stereo unspecified) : 0%	0%	/	-29	-9%	/	/
Profile of Cc1ccc(COc2ccccc2C(=S)N2CCCC2)cc1 : ?	-20%	17*	4	-24%	20	-8%
Profile of COc1cc(SC#N)ccc1N=Cc1c(C)[nH]n(-c2ccc(C)cc2C)c1=O : 7%	-13%	7	-25	/	-2	6%

The listing continues.
43) Cc1cc(C)n2nc(CC(=O)NCc3ccccc3Cl)nc2n1
44) CCCCc1cc(=O)oc2cc(C)cc(OCC(=O)Nc3cccnc3)c12
45) CCN(CC)S(=O)(=O)c1ccc(N2CCCC2)c(NC(=O)c2ccc(N3CCCC3=O)cc2)c1
46) CCCCCNS(=O)(=O)c1cc(C)ccc1OC
47) COCCCn1c(SCC(=O)Nc2ccc(NC(C)=O)cc2)nc2sc3c(c2c1=O)CCC3
48) O=c1nc2c(O)cccn2c2c1c(=O)[nH]c1ccccc12

Screen / compound no.	43	44	45	46	47	48
AmpC detergent	-14%	0%	0%	-4%	5%	-13%
AMA1-RON2 inh	-13%	-2%	10%	19%	13%	18%
Cycloheximide cs	6	-1	/	-1	-1	1
HCMV antiviral	-32	-32	-23	-1	27	45
AmpC inh no detg	-15%	-11%	60%	-3%	-22%	-3%
Shiga toxin inh	40	-5	/	3	16	-8
Giardia FBPA inh	7%	/	/	6%	1%	?

49) O=C(Nc1cccc(Cl)c1)c1ccc(OC(=S)N2CCOCC2)cc1
50) Cc1ccnc(NC(=O)c2cccc(NS(=O)(=O)c3ccccc3C)c2)c1
51) COc1ccc(CNC(=O)c2nccnc2CO)cc1
52) O=C(NC1CCCCC1)C1CCCN(S(=O)(=O)c2ccc(Br)s2)C1 (stereo unspecified)
53) CCCOC(=O)CC1C(=O)NCCN1Cc1cc(OC)cc(OC)c1 (stereo unspecified)
54) Cc1cc(OCC(=O)Nc2ccncc2)cc(C)c1Cl
55) CCOc1cc(NC(=S)NCc2ccco2)c(OCC)cc1NC(C)=O
56) COc1ccc(NC(=O)C(=O)NCCO)cc1Cl
57) CN(C)S(=O)(=O)c1ccc(C(=O)N2CC(=O)Nc3ccc(F)cc3C2c2ccc(F)cc2)cc1 (stereo unspecified)

Screen / compound no.	49	50	51	52	53	54	55	56	57
AmpC detergent	7%	1%	-6%	4%	-1%	0%	-11%	-13%	-1%
AMA1-RON2 inh	21%	-3%	4%	4%	4%	0%	-4%	4%	-6%
Cycloheximide cs	39*	13	2	0	-6	-1	-1	1	-3
HCMV antiviral	?	-18	42	-33	31	-64*	?	21	23
AmpC inh no detg	-28%	-33%	-6%	-15%	21%	-3%	-13%	-18%	-6%
Shiga toxin inh	103*	-3	-5	-7	14	-16	-9	15	6
Giardia FBPA inh	0%	0%	-5%	6%	0%	-1%	-2%	-2%	-2%
